# EPAC1 antagonist: blocks human EPAC1 exchange factor | Potency, µM (top dose mostly 115 µM), inactives show at the highest dose activity change, negative = inhibition, hits mostly inhibitors | AID 720709 | O95398 | 360,000 tested, 0.14% active | EPAC1 GEF assay, Rap1b-BODIPY-GDP exchange fluorescence;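 note: potency is the fitted concentration of half-maximal effect; plate controls were vehicle for no effect and positive control for full effect; nearly all actives have a fitted effect of over 50% in size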
# EPAC1 ag: activates human EPAC1 exchange factor; O95398; Potency, µM (top dose mostly 154 µM), without a hit: top-dose activation, usual class: activators; EPAC1 agonist qHTS, biochemical assay; response scale: 100% = response to 6.5 mM cAMP; 360,000 tested, 0.073% active; note: potency is the fitted concentration of half-maximal effect; nearly all actives have a fitted effect of over 60% in size
#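 Nucleotide exchange assay: 100 nM EPAC1 with 250 nM Rap1B loaded with BODIPY-GDP and 50 uM GDP, room temperature. Fluorescence (480/540 nm) read every 5 min for 30 min; signal change normalized to 6.5 mM cAMP as full agonist.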
# FUS yeast rescue: FUS proteinopathy suppression in yeast; 390,000 tested, 0.24% active; AID 1347120; Potency, µM (top dose mostly 76.6 µM), inactives show at the top dose growth rescue (activation), usual class: activators; S. cerevisiae FUS-expressing, growth rescue, OD600, 24 h;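 note: potency is the fitted concentration of half-maximal effect; plate controls were DMSO vehicle for no effect and reference control for full effect; nearly all actives have a fitted effect of over 55% in size; some results filed as inactive show a strong effect at the top dose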
#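 Restored growth of FUS-toxic S. cerevisiae, read as 600 nm absorbance after 24 h at 30C in galactose medium (starting OD 0.005). Controls CP55940 and DMSO.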
# PI5P4K alpha inh: inhibitors of human PI5P4K alpha | P48426 | PI5P4Kalpha enzyme, ADP-Glo luminescence, 60 min; stronger effect = lower value | max response, % | 330,000 tested, 1.2% active | AID 652105; active = max response of -50% or lower; inconclusive = between -30% and -50%; inactive = -30% or higher; note: value at the top dose of about 77 µM; % is set by controls: 0 for no effect and ±100 for the full control effect
#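 Compounds were pin-transferred onto PI5P4Kalpha and substrate in HEPES pH 7.4 buffer with EGTA, CHAPS and 5% DMSO. ATP (5 microM final) started the reaction, which ran 60 minutes at room temperature before ADP-Glo detection.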
# IL-2 act: activators of IL-2 | IL-2 activation reporter assay, cell-based qHTS; stimulated with anti-CD3/CD4/CD28 beads; in transgenic mouse T cells | activation, % (series mostly up to about 46 µM) | 360,000 tested, 0.065% active | AID 652025; in the data active = activation above about 50%; inconclusive = mostly about 30% to 49%; note: 0% is about no effect
#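 First, unstimulated transgenic mouse T cells were exposed to compound for 60 min. Next, anti-CD3/anti-CD4-coated beads with anti-CD28 were added. Finally, after 18 h at 37 degrees C, EGFP and DsRed were imaged.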
# Abeta rescue: compounds reversing amyloid beta toxicity in yeast. yeast expressing A-beta42, growth rescue, OD600, 48 h; response scale: 0% DMSO, 100% iron-clioquinol control. Potency, µM (doses to about 46.1 µM), without a hit: at the highest dose growth rescue, most hits filed as activators. 410,000 tested, 0.063% active; note: potency is the fitted concentration of half-maximal effect; nearly all actives have a fitted effect of over 55% in size
#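 Growth rescue measured by 600 nm absorbance after 48 h yeast culture at 30 C with compound. Values normalized between DMSO and an equimolar ferric chloride plus clioquinol control.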
# PLK1 PBD block: PLK1 (human) polo-box domain binding inhibition | P53350 | Potency, µM, for the others: max response, negative = inhibition, most hits filed as inhibitors | Plk1 PBD binding of FITC phosphopeptide, fluorescence polarization | 360,000 tested, 2.8% active; note: potency is the fitted concentration of half-maximal effect; series mostly up to about 57 µM; % is set by controls: 0 for no effect and ±100 for the full control effect; nearly all actives have a fitted effect of over 65% in size
# WRN helicase inh: WRN helicase (human) inhibition; WRN helicase unwinding, fluorescent forked duplex, kinetic; 360,000 tested, 0.46% active; Q14191; AID 651768; Potency, µM (series often up to 114 µM), inactives show top-dose activity change, negative = inhibition, most hits filed as inhibitors; note: potency is the fitted concentration of half-maximal effect; % is set by controls: 0 for no effect and ±100 for the full control effect; nearly all actives have a fitted effect of over 55% in size
# Target sequence (Q14191 whole entry, looked up): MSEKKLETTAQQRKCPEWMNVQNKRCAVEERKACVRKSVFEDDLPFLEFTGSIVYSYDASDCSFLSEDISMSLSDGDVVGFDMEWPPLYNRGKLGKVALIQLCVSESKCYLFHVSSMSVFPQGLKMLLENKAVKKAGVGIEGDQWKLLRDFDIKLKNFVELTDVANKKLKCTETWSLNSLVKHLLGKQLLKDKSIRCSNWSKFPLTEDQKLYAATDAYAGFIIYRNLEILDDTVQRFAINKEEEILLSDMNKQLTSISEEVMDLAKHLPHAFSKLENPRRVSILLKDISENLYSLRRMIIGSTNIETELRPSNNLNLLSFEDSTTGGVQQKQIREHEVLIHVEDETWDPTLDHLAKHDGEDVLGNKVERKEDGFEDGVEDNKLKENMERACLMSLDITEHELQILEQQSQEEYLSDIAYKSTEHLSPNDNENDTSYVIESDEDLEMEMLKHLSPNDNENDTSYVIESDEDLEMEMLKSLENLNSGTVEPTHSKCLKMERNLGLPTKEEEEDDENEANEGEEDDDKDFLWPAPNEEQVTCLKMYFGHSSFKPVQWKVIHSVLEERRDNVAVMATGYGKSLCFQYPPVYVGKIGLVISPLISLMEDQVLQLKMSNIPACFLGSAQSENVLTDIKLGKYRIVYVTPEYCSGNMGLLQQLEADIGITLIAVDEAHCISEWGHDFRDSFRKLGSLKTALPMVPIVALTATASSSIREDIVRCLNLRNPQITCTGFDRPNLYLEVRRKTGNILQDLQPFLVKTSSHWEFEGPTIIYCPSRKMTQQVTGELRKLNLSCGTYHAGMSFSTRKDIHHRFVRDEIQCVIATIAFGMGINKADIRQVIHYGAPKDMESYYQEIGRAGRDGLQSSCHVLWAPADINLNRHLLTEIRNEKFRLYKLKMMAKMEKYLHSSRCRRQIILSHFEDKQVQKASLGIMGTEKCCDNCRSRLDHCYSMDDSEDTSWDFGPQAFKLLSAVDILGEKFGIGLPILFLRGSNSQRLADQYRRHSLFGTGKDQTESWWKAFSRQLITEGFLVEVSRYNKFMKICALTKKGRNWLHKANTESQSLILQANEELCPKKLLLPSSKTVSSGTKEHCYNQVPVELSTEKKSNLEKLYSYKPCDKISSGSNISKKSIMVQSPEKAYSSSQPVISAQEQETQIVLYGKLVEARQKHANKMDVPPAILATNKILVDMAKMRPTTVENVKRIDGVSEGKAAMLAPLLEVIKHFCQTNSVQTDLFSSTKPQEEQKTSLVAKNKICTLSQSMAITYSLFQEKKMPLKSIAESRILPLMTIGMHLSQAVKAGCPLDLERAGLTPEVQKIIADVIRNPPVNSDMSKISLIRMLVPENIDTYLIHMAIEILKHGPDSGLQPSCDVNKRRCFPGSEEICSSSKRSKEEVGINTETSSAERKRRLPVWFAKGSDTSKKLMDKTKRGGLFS
#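 Primary qHTS, 1536-well format. 20 nM WRN + compound, 15 min RT; start with 100 nM forked fluorophore/quencher duplex, 2 mM ATP (final); kinetic read ex 525/em 598 nm.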
# * marks the source's active call; other numbers are inactive results; ? = inconclusive; nt = not tested or not shown; [ ] = dose if it differs, or a comment. Unless noted, calls come from the whole dose curve; as a rule, active = well fitted curve in the direction sought with a large enough effect; inconclusive = small, poorly fitted or top-dose-only effect, or another doubt; inactive = no such curve, though single readings can be large; an effect the other way counts as inactive or inconclusive.
SMILES,EPAC1 antagonist,EPAC1 ag,FUS yeast rescue,PI5P4K alpha inh,IL-2 act,Abeta rescue,PLK1 PBD block,WRN helicase inh
Cn1c(=O)n(C)c2cc([N+](=O)[O-])c(N3CCN(C(=O)c4ccc(F)cc4)CC3)cc21,-8%,2%,8%,0,-0.9,6%,0%,-13%
CSCC[C@H](NC(=O)CCCn1nnc2ccccc2c1=O)C(=O)O,5%,9%,-14%,0,-2.1,5%,-6%,1%
COc1cc(C(=O)Nc2ccc(S(=O)(=O)N3CCOCC3)cc2)c([N+](=O)[O-])cc1OC,15%,-3%,16%,-5,0.8,10%,6%,1%
O=C(CCCN1C(=O)C(c2ccccc2)Oc2cccnc21)Nc1ccccc1Br (centres undefined),4%,2%,18%,0,-1.3,12%,3%,4%
CCSC1(SCC)N=C(N)C2(C#N)C(c3ccc(F)cc3)C12C#N (centres undefined),-9%,7%,6%,3,-0.5,18%,9.5µM*,-22%
Cc1ccc(NC(=O)COCC(=O)Nc2ccc(F)cc2)cc1,9%,-3%,-22%,17,-0.4,-11%,4%,4%
Cc1ccc(-n2[nH]c(C)c(/C=N/Nc3ccc([N+](=O)[O-])cc3[N+](=O)[O-])c2=O)cc1C,0%,-18%,41%,?,-0.5,-30%,?,?
Cc1cc(-c2csc(Nc3ccccn3)n2)ccc1F,-2%,4%,9%,14,1.0,?,-12%,-31%
COc1ccc(CCNC(=O)CN2CCOc3ccccc32)cc1OC,-13%,-2%,-16%,0,-0.4,2%,-8%,2%
CC1(C(=O)NS(=O)(=O)c2ccc(F)cc2F)CCN1C(=O)CCc1ccc(Cl)cc1Cl (centres undefined),-2%,0%,2%,-9,0.1,-6%,-6%,3%
CC(=O)c1c(C(C)=O)c(C)n(-c2ccc(C)c(NC(=O)c3ccccc3Cl)c2)c1C,-12%,11%,22%,nt,-2.2,9%,-5%,2%
CCc1c(-c2ccccc2)nc2nc(C)c(C)nn12,?,-6%,-17%,0,1.1,-16%,-19%,-3%
CC1CN(C(=O)c2ccccc2Oc2ccccc2)CC(C)O1 (centres undefined),-11%,-6%,-21%,7,-3.3,-7%,-12%,-1%
COc1ccccc1C(=O)N/C(=C\c1cn(C)c2ccccc12)C(=O)N1CCCC1,5%,6%,17%,-5,-2.0,13%,-26%,-6%
CCN(CC)C(=O)C(=O)Nc1ccc(Oc2ccccc2)cc1,-3%,-6%,8%,3,-0.2,?,-2%,-9%
COc1cc2nc(CN(C)CC(=O)Nc3ccc(N4CCOCC4)cc3)[nH]c(=O)c2cc1OC,-2%,-1%,23%,6,1.5,8%,?,-10%
NS(=O)(=O)c1ccc(NC(=S)N2CCc3ccccc32)cc1,2%,-3%,10%,4,-2.2,7%,-4%,-6%
COc1cc(C2C(C(=O)c3cccs3)=C(O)C(=O)N2CCN2CCOCC2)ccc1OCCC(C)C (centres undefined),0%,0%,30%,4,-0.3,-17%,-10%,0%
O=C(c1cnn(C(=O)c2ccccc2F)c1)c1ccccc1O,-14%,3%,nt,?,-2.2,-23%,?,2%
CCCCNC(=O)c1nn(-c2ccccc2OC)c(=O)c2ccccc12,0%,5%,37%,4,1.4,-3%,-12%,-11%
O=C(Nc1nccs1)c1cc2c(s1)CCCCC2,-10%,18%,12%,7,0.7,-73%[inhibitor],0%,-5%
CCN(CC(=O)Nc1ccc(NC(C)=O)cc1)C(=O)c1cccc(S(=O)(=O)N2CCCC2)c1,-6%,2%,-13%,3,-0.7,2%,-2%,-10%
O=c1cc(N2CCc3ccccc32)[nH]c(=O)n1-c1ccc(Br)cc1,-4%,-7%,16%,-2,2.6,-7%,-7%,3%
Cn1c(=O)cc(SCC(=O)NCCC2=CCCCC2)c2ccc(Cl)cc21,-8%,11%,nt,-7,-2.6,-2%,-10%,-24%
CN(C)c1ccc(/C=C/c2nnnn2-c2ccccc2)cc1,0%,21%,8%,3,0.2,5%,-6%,-7%
O=C(N/N=C/c1ccccc1)C1CCCN1C(=O)c1cc([N+](=O)[O-])cc([N+](=O)[O-])c1 (centres undefined),11%,0%,0%,-7,0.5,-3%,-2%,19%
COCCN(C(=O)COC(=O)CSc1ccccc1)c1c(N)n(Cc2ccccc2)c(=O)[nH]c1=O,-14%,-1%,2%,0,-0.2,-1%,-20%,-13%
CCN(CC)c1ccc(/C=C/c2cccc[n+]2C)c(OC)c1,2%,24%,-5%,?,7.1,-25%,51%[activator],79µM*
CC(=O)NC(C(=O)c1ccccc1)N1CCCCC1 (centres undefined),22%,1%,6%,-11,-2.5,-1%,-6%,9%
CC(=O)c1ccc(N2CCN(C(=O)c3ccc(Cl)c(S(=O)(=O)NC4CC4)c3)CC2)c(F)c1,7%,-5%,0%,12,-1.8,15%,-6%,3%
CC(C)CN1C(=O)C(=O)N(CC(=O)NC(C)CCc2ccccc2)C1=O (centres undefined),10%,-4%,6%,4,-0.2,-4%,-12%,-2%
O=C(Nc1ccc(Cc2ccncc2)cc1)c1ccc(Br)o1,15%,6%,5%,0,-0.3,25%,-7%,5%
Cc1ccc(S(=O)(=O)CCC(=O)N2CCN(c3ccc([N+](=O)[O-])cc3)CC2)cc1,9%,-3%,-3%,0,-1.1,-18%,-12%,1%
Nc1ccc2nn(-c3ccc(Cl)cc3)nc2c1,-1%,-1%,18%,5,-3.3,-27%,-8%,3%
CC(C)C(OC(=O)c1cccs1)C(=O)NCc1ccc2c(c1)OCO2 (centres undefined),2%,17%,-25%,0,0.8,0%,-5%,-3%
Cc1cc(NS(=O)(=O)c2ccc(NC(=O)c3ccc(Cl)cc3Cl)cc2)no1,-4%,-5%,27%,1,-3.6,-15%,-11%,0%
Cc1ccc(NC(=O)CCC(=O)NNC(=O)COc2ccc([N+](=O)[O-])cc2)c(C)c1,8%,-6%,0%,-3,-1.2,0%,3%,8%
CCOC(=O)C1=C(NC(=S)NC(=O)c2ccccc2)c2ccccc2CC1(C)C,-6%,1%,?,3,-0.3,16%,-6%,-3%
COc1ccc(/C(=N/O)C(C)(C)NO)cc1,-11%,-3%,48%,12,1.0,?,-10%,-4%
CN1CCN(C(=O)Nc2cccc(-c3ccccc3)c2)CC1,-24%,3%,25%,-19,0.9,-14%,-20%,-5%
CC(C)N(Cc1nc(-c2ccccc2)no1)C(=O)C(Cl)(Cl)Cl,-6%,10%,12%,12,-2.6,-2%,-5%,-9%
COc1cc2c(cc1CNC[C@H]1O[C@@H](n3cnc(C(N)=O)n3)[C@H](O)[C@@H]1O)OCO2,-14%,-8%,-28%,1,0.0,-4%,-5%,8%
CC(C)(C)C1CCc2c(sc(NC(=O)C3CCCO3)c2C(N)=O)C1 (centres undefined),-19%,15%,?,-1,0.0,-12%,-11%,1%
O=C(Nc1ccccc1F)c1ccc2sc([C@@H]3O[C@H](CO)[C@H](O)[C@H](O)[C@H]3O)nc2c1,8%,6%,-12%,-1,1.2,-6%,-9%,0%
Cc1cccc(NS(=O)(=O)c2cccc(C(=O)Nc3cccc(C(=O)O)c3)c2)c1,15%,4%,17%,1,0.5,6%,-3%,6%
CC(C)c1nnc(NC(=O)CCC(=O)NC2CCCc3ccccc32)s1 (centres undefined),-4%,-3%,-6%,-3,-2.5,-10%,-10%,8%
CCn1cc(S(=O)(=O)N2CCN(c3ccc(Cl)cc3)CC2)cn1,10%,2%,-1%,1,-3.5,3%,1%,-5%
CCN1CCN(C(=O)c2ccc(Cl)c(S(=O)(=O)N3CCCCCC3)c2)CC1,-6%,-3%,11%,-7,0.1,-9%,-1%,13%

# Some values from the results shown:
# Value of COc1ccc(CCNC(=O)CN2CCOc3ccccc32)cc1OC in FUS yeast rescue: -16%
# Value of CN1CCN(C(=O)Nc2cccc(-c3ccccc3)c2)CC1 in PI5P4K alpha inh: -19

# Ordered by molecular weight (smallest number first): part of the list above.
SMILES,EPAC1 antagonist,EPAC1 ag,FUS yeast rescue,PI5P4K alpha inh,IL-2 act,Abeta rescue,PLK1 PBD block,WRN helicase inh
COc1ccc(/C(=N/O)C(C)(C)NO)cc1,-11%,-3%,48%,12,1.0,?,-10%,-4%
Nc1ccc2nn(-c3ccc(Cl)cc3)nc2c1,-1%,-1%,18%,5,-3.3,-27%,-8%,3%
CN1CCN(C(=O)Nc2cccc(-c3ccccc3)c2)CC1,-24%,3%,25%,-19,0.9,-14%,-20%,-5%
CC(C)(C)C1CCc2c(sc(NC(=O)C3CCCO3)c2C(N)=O)C1 (centres undefined),-19%,15%,?,-1,0.0,-12%,-11%,1%
CCn1cc(S(=O)(=O)N2CCN(c3ccc(Cl)cc3)CC2)cn1,10%,2%,-1%,1,-3.5,3%,1%,-5%
O=C(Nc1ccc(Cc2ccncc2)cc1)c1ccc(Br)o1,15%,6%,5%,0,-0.3,25%,-7%,5%
CC(C)CN1C(=O)C(=O)N(CC(=O)NC(C)CCc2ccccc2)C1=O (centres undefined),10%,-4%,6%,4,-0.2,-4%,-12%,-2%
CC(C)C(OC(=O)c1cccs1)C(=O)NCc1ccc2c(c1)OCO2 (centres undefined),2%,17%,-25%,0,0.8,0%,-5%,-3%
CC(C)N(Cc1nc(-c2ccccc2)no1)C(=O)C(Cl)(Cl)Cl,-6%,10%,12%,12,-2.6,-2%,-5%,-9%
CC(C)c1nnc(NC(=O)CCC(=O)NC2CCCc3ccccc32)s1 (centres undefined),-4%,-3%,-6%,-3,-2.5,-10%,-10%,8%
COc1cc2c(cc1CNC[C@H]1O[C@@H](n3cnc(C(N)=O)n3)[C@H](O)[C@@H]1O)OCO2,-14%,-8%,-28%,1,0.0,-4%,-5%,8%
Cc1cccc(NS(=O)(=O)c2cccc(C(=O)Nc3cccc(C(=O)O)c3)c2)c1,15%,4%,17%,1,0.5,6%,-3%,6%
Cc1ccc(NC(=O)CCC(=O)NNC(=O)COc2ccc([N+](=O)[O-])cc2)c(C)c1,8%,-6%,0%,-3,-1.2,0%,3%,8%
Cc1cc(NS(=O)(=O)c2ccc(NC(=O)c3ccc(Cl)cc3Cl)cc2)no1,-4%,-5%,27%,1,-3.6,-15%,-11%,0%
O=C(Nc1ccccc1F)c1ccc2sc([C@@H]3O[C@H](CO)[C@H](O)[C@H](O)[C@H]3O)nc2c1,8%,6%,-12%,-1,1.2,-6%,-9%,0%
